Screening results (PubChem)
UHRF1 MBD2 ctr: blocks human UHRF1 binding to methylated DNA | UHRF1 binding to methylated oligo, TR-FRET | inhibition, % at 4.4 µM | hit rate 0.75% among 370,000 | AID 687016; in the data active = inhibition above about 21%;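 also: UHRF1 SRA domain binding a hemimethylated CpG hairpin DNA probe; 0% = median of test compound wells and 100% = reference inhibitor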
SIAE primary: human SIAE inhibition, primary screen | Q9HAT2 | SIAE FP-Rh probe binding, fluorescence polarization | inhibition, % at 9.66 µM | hit rate 0.69% among 370,000 | AID 1053197;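 active = inhibition above a cutoff: mean of compounds within the control limits plus 3 SD of those, cut at about 17% in these data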;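 also: 0% = plate median of compound wells and 100% = probe without SIAE protein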
TCR CD3 inh: human TCR-CD3 binding inhibition. TAMRA-labeled TCR probe fluorescence, biochemical. inhibition, % at 9.4 µM. hit rate 0.37% among 360,000; in the data active = inhibition above about 19%;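 also: recombinant mutant TCR 2C K166C tagged with TAMRA read by polarization; 0% = receptor in buffer alone and 100% = receptor with positive control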
ABHD4 inh: inhibits mouse alpha/beta hydrolase domain 4; Q8VD66; purified mABHD4, FP-Rh probe fluorescence polarization; inhibition, % at 8.92 µM; hit rate 0.54% among 370,000;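 active = inhibition exceeding the mean over every tested compound plus 3 SD, cut at about 30% in these data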;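 also: 0% = plate median of compound wells and 100% = S159A mutant with DMSO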
Target sequence (Q8VD66 whole entry, looked up, the tested form may be a part): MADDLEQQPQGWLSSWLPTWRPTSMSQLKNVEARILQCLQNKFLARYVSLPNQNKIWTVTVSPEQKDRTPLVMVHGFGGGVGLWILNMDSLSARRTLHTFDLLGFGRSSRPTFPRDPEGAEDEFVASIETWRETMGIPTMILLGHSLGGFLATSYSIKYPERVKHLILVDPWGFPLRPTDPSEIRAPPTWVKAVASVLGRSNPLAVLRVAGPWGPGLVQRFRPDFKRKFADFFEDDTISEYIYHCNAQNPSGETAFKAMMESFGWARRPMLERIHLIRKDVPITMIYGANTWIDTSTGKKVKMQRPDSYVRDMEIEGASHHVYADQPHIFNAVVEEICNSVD
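Test system: mABHD4 protein; Read-out basis: % inhibition; Incubation: 45 min + 60 min at 25 °C; Repeats: single replicate; Technique: fluorescence polarization with parallel and perpendicular emission, 525/598 nm; Compound: 8.92 µM, single dose; Benchmarks: full inhibition S159A mutant plus DMSO, zero as sample-well median.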
rCAG binder: r(CAG) repeat RNA binding. TO-PRO-1 dye displacement fluorescence. inhibition, % at 3 µM. hit rate 1.3% among 370,000. AID 651821;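 active = inhibition above the plate cutoff, the mean of all test compounds on that plate plus 3 SD, cut at about 35% in these data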;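 also: 0% = DMSO alone and 100% = 100 µM mitoxantrone as full dye displacement; higher means more dye released from RNA so lower well fluorescence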
NPR1 activator: GC-A (human) enzyme activation; P16066; HEK293 GC-A cells, cGMP TR-FRET, EC30 ANP; 0% at EC30 ANP, 100% saturating ANP; activation, % at 10 µM; hit rate 0.14% among 370,000; AID 1671463; in the data active = activation above about 40%
HTRA1 inh: HTRA1 (human) protease inhibition; hit rate 0.5% among 340,000; inhibition, % at 5.96 µM; AID 504803; Q92743; recombinant HTRA1, FP-rhodamine activity-based probe, fluorescence polarization; in the data active = inhibition above about 36%;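 also: 0% = enzyme with DMSO and 100% = wells lacking enzyme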
PRMT1 FP inh: PRMT1 (human) inhibition, primary screen; Q99873; recombinant PRMT1, activity-based probe fluorescence polarization; inhibition, % at 2.79 µM; hit rate 1.3% among 370,000; AID 652257;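 active = inhibition above about 21% made by adding two undisclosed values, limit read from the data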
NPR2 activator: GC-B (human) receptor activation | P20594 | HEK293-GC-B cells, CNP EC30, cGMP TR-FRET; 0% at EC30 CNP, 100% saturating CNP | activation, % at 10 µM | hit rate 0.11% among 370,000 | AID 1920062;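 active = activation at 10 µM reaching about 35% in either raw or pattern-adjusted values, limit read from the data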
MBD2 DNA inh: inhibitors of human MBD2 binding to methylated oligonucleotide; inhibition, % at 4.4 µM; Q9UBB5; hit rate 0.31% among 370,000; TR-FRET; in the data active = inhibition above about 13%
Target sequence (Q9UBB5 whole entry, looked up): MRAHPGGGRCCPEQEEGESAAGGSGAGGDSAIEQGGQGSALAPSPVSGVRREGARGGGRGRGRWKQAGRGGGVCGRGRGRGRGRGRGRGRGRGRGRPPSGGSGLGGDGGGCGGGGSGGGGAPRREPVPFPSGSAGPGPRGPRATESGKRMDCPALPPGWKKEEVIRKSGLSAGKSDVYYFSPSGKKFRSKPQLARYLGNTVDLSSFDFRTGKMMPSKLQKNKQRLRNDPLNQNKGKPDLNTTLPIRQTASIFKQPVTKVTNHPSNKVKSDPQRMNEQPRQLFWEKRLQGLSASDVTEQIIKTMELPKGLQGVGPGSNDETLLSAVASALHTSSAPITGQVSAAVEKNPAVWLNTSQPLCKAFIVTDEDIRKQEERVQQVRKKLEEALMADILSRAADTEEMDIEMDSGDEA
Active calls of the source: *; · = no result given. These rows are one share of the data, so the mix of outcomes need not match the whole.

Value order – UHRF1 MBD2 ctr	SIAE primary	TCR CD3 inh	ABHD4 inh	rCAG binder	NPR1 activator	HTRA1 inh	PRMT1 FP inh	NPR2 activator	MBD2 DNA inh
CCOc1ccc(C(=S)N2CCOCC2)cc1OC
    5	2	-2	-1	0	-3	1	6	-1	-1
CSCCCNC(=O)C1CCN(S(=O)(=O)c2ccc3[nH]c(=O)oc3c2)CC1
    -1	8	·	4	1	-2	·	7	-1	1
Cc1ccccc1-c1nnc(SCC(=O)Nc2cccnc2Cl)o1
    3	-3	-1	6	1	2	-2	-3	-1	5
CCCC(=O)N1CCN(c2nc3ccc(CC)cc3s2)CC1
    3	1	-6	6	-7	1	1	2	-1	-3
CC(=O)Nc1ccc(C(=O)OCc2ccc(F)cc2Cl)cc1
    1	-3	-5	-10	-1	2	-9	0	-1	0
CCC(C)c1ccc(OCCn2ccnc2)cc1 (stereo not given)
    -1	-5	-1	-8	-6	5	5	-1	-10	-7
Cc1ccc(C)n1-c1ccc(-c2ccn[nH]2)cc1
    16	8	-2	13	11	-7	-5	2	4	7
CCCCCCCC(=O)NN=C1CCN(Cc2ccccc2)CC1
    -2	0	-7	-14	-4	6	0	-2	1	9
O=C(NCC(c1cccnc1)N1CCOCC1)Nc1ccccc1 (stereo not given)
    8	-2	5	-2	-2	2	3	3	4	-1
CCC(C)(C)c1nnc(NC(=O)c2cccc([N+](=O)[O-])c2)s1
    0	8	-1	2	0	2	-2	-3	3	-1
O=C(/C=C/c1ccco1)Nc1ccc(Oc2ccc(Cl)cc2)cc1
    0	-6	6	-22	5	0	-26	2	7	0
CC(=O)NCCNc1nc2cc(-c3ccc4c(ccn4C)c3)sc2c(=O)n1C
    1	-58	-6	-6	8	8	·	-2	-7	-1
COc1ccc(/C=C/C(=O)N2CCCc3ccccc32)cc1
    -2	4	5	-6	-4	-4	-10	-1	3	0
CSc1nc2ccc(NC(=O)C3=NNC(=O)CC3)cc2s1
    2	2	-3	-3	7	5	4	0	-4	-7
Cc1cccc(C)c1OCC(=O)Nc1oc(-c2ccccc2)c(-c2ccccc2)c1C#N
    7	-26	0	-67	20	-1	-47	4	2	0
CN(C)c1ccc(/C=N/NC(=O)c2nonc2N)cc1[N+](=O)[O-]
    -6	-3	0	10	3	-4	-1	3	-10	-17
O=C(O)c1cccc(N2C(=O)c3cccnc3C2=O)c1
    -1	-3	3	3	4	3	1	1	-8	-5
COc1cc2c(cc1NC(=O)COC(=O)Cn1cnc3ccccc31)oc1ccccc12
    -4	-17	3	-9	13	3	-12	1	-11	19*
O=C(Cn1cnc2c(nnn2-c2cccc(Cl)c2)c1=O)NCc1ccccc1
    0	-22	1	-5	2	3	1	0	0	-3
CCC(=O)N1CCc2cc(S(=O)(=O)NC(C(=O)Nc3cccc(C)n3)C(C)C)ccc21 (stereo not given)
    -2	3	8	-3	-6	-2	-1	0	-1	-1
CC1C(=O)Nc2ccccc2N1C(=O)c1c(F)cccc1F (stereo not given)
    8	7	2	2	-3	-2	0	-2	2	2
O=C(Nc1cc(S(=O)(=O)N2CCCCC2)ccc1Cl)C1=NN(c2ccccc2)C(=O)CC1
    3	-3	7	4	5	-5	11	-3	-5	2
O=C(Nc1ccc(F)c(Cl)c1)C1Cc2c(-c3ccco3)ccnc2O1 (stereo not given)
    -2	2	5	5	3	-4	·	-1	0	2
O=C(Cc1ccc(S(=O)(=O)N2CCOCC2)s1)N1CCN(S(=O)(=O)c2cccc([N+](=O)[O-])c2)CC1
    -3	5	0	3	12	4	-5	-4	6	-3
O=C(CSC1=NCCS1)Nc1ccc2ccccc2c1
    2	-4	1	-2	2	4	-10	12	4	2
O=C(Cc1ccccc1)N1CCC(c2nc(-c3ccc(F)cc3)no2)CC1
    2	-4	2	4	-6	2	-6	0	-6	1
COc1ccccc1CNC(=O)C(Cc1c[nH]c2ccccc12)NC(=O)OCc1ccccc1 (stereo not given)
    -1	12	5	-8	2	-6	-26	-6	1	-2
CCOc1ccc(S(=O)(=O)N2CCC(C(=O)NCCc3ccc(S(N)(=O)=O)cc3)CC2)cc1
    -1	-12	-5	5	4	-3	0	3	0	4
COCCN(C(=O)c1ccc(N(C)S(=O)(=O)c2ccc(C)cc2)cc1)c1c(N)n(CC(C)C)c(=O)[nH]c1=O
    -4	0	5	0	2	0	6	-3	2	4
O=C(C1CCC1)N1CCc2cc(S(=O)(=O)C3CCN(Cc4ccc(F)cc4)CC3)ccc21
    0	0	·	0	8	-2	·	3	-1	-2

Entries listed so far printed as active in MBD2 DNA inh.
Molecule,UHRF1 MBD2 ctr,SIAE primary,TCR CD3 inh,ABHD4 inh,NPR1 activator,HTRA1 inh,PRMT1 FP inh,NPR2 activator,MBD2 DNA inh
COc1cc2c(cc1NC(=O)COC(=O)Cn1cnc3ccccc31)oc1ccccc12,-4,-17,3,-9,3,-12,1,-11,19*

Complete entries, quoted from the list. Order of screens: UHRF1 MBD2 ctr	SIAE primary	TCR CD3 inh	ABHD4 inh	rCAG binder	NPR1 activator	HTRA1 inh	PRMT1 FP inh	NPR2 activator	MBD2 DNA inh
CC1C(=O)Nc2ccccc2N1C(=O)c1c(F)cccc1F (stereo not given) reads 8	7	2	2	-3	-2	0	-2	2	2
CCCCCCCC(=O)NN=C1CCN(Cc2ccccc2)CC1 reads -2	0	-7	-14	-4	6	0	-2	1	9

Next part
Value order – UHRF1 MBD2 ctr	SIAE primary	TCR CD3 inh	ABHD4 inh	rCAG binder	NPR1 activator	HTRA1 inh	PRMT1 FP inh	NPR2 activator	MBD2 DNA inh
CN1CCN(CC(O)COc2ccc(S(=O)(=O)N3CCOCC3)cc2)CC1 (stereo not given)
    -1	1	-4	2	0	3	-4	6	3	0
COc1cc2c(cc1OC)C(c1ccccc1)CC2=O (stereo not given)
    1	2	2	-3	-2	3	3	-6	3	-2
CCOC(=O)[C@]12CCCC=C1N(Cc1cccc3ccccc13)C(=O)[C@H](CC(=O)NCC1CCCCC1)C2
    -3	-3	-4	3	2	-5	·	-1	-2	0
COc1cccc2cc(S(=O)(=O)c3ccc(C)cc3)/c(=N/NS(=O)(=O)c3ccc(C)cc3)oc12
    -3	6	-2	2	12	1	-3	-2	4	0
COc1ccc(C(=O)NCCCNC(=O)c2ccccn2)cc1Br
    -2	2	-1	5	-5	0	1	-2	0	-7
COc1ccc(NC(=O)CC2C(=O)N(c3cccc(OC)c3)C(=O)N2CCC(C)C)cc1 (stereo not given)
    -6	-1	4	1	20	-2	-9	-2	-3	1
O=C(CN1C(=O)CCS(=O)(=O)c2ccccc21)NCc1ccccc1
    -2	14	-5	4	1	3	3	0	11	2
COc1ccc(C(=O)N2CCN(Cc3ccccc3)CC2)cc1[N+](=O)[O-]
    -1	-2	4	-4	-5	2	3	-5	1	-5
N#CC(=C=[N-])c1nc2ccccc2nc1-[n+]1cccc(NC(=O)c2cccs2)c1
    -4	1	-4	5	2	-4	1	5	-5	1
C/C(=C\C(=S)Nc1ccccc1)Nc1ccc2ccccc2c1
    1	4	-6	6	16	-6	-10	9	-4	-4
O=C(CC(c1ccccc1)c1ccccc1)NCc1cccnc1
    0	-5	-4	4	-3	-1	1	0	1	8
O=S(=O)(c1ccc(F)cc1)N1CCN(c2ccccc2)CC1
    -1	-5	5	1	-4	-2	2	0	1	-3
CCCc1nc2c(C)cc(Br)cn2c1Cc1ccccc1OC
    22*	3	-8	-4	8	-9	·	4	1	9
COc1ccc(CNC(=O)CN2C(=O)CSc3ccc(S(=O)(=O)N4CCOCC4)cc32)cc1
    1	-2	-3	-2	-1	-10	1	-1	-6	-1
Cc1ccc(OCC(=O)NN2C(=O)c3ccccc3C2=O)c(C)c1
    1	-6	-2	-13	2	2	0	4	7	9
O=C(NCCCc1ccccc1)c1ccc([N+](=O)[O-])cc1Cl
    1	7	-7	0	-3	4	-2	-1	3	-1
O=C(CN1C(=O)C2CCCCC2C1=O)Nc1cccc(C(F)(F)F)c1 (stereo not given)
    1	4	0	2	-1	-2	5	-6	2	-1
CC(C)(C)C(=O)C[n+]1cccc(C(N)=O)c1
    -1	-8	5	-2	-1	4	3	-2	0	-1
Cc1cccc(NC(=O)CCC(=O)c2cccs2)n1
    -1	6	3	5	6	-1	-2	2	1	0
COc1ccc(N2C(=O)C3CC(C)=C(C)CC3C2=O)c(OC)c1 (stereo not given)
    1	6	1	-6	0	-3	0	3	3	6
COc1ccc(Cc2c(-c3ccc(C)cc3)nc3c(C)cc(Br)cn23)c(C)c1
    13	-2	-2	-12	19	6	·	-1	1	-2
O=c1c2c(nc3cc(-c4cccc(Cl)c4)[nH]n13)CCCC2
    2	3	-6	-7	2	7	0	3	-8	3
CC1(C)Cc2cccc(OCC(=O)O)c2O1
    -2	-3	5	0	-1	0	0	-2	3	-2
N/C(=N/OCc1cccc([N+](=O)[O-])c1)c1nonc1N
    3	0	1	0	5	0	-3	4	-1	1
Cc1cccc(C)c1NC(=O)C(C1CC1)n1c(-c2ccc(-c3ccccc3)cc2)nc2ccccc21 (stereo not given)
    1	-43	2	-43	12	-6	·	1	3	5
C=CCNC(=O)[C@@H]1CSC2c3ccc(OC)c(OC)c3C(=O)N21 (stereo not given in full)
    0	0	7	2	9	-1	-5	3	6	-3
O=C(Nc1ccon1)C1CCN(S(=O)(=O)c2cccs2)CC1
    0	4	2	-1	5	2	2	2	2	-3
OC(c1ccccc1)c1nc(-c2ccc(F)c(Cl)c2)cs1 (stereo not given)
    -2	-9	11	-33	3	1	·	2	-1	-5
CCn1c(C(c2ccccc2)c2ccccc2)n[nH]c1=S
    0	6	-1	5	-3	-8	3	1	-1	3
O=C(O)CCn1nnc(-c2ccccc2)n1
    -1	9	8	1	-2	1	·	-2	4	-3
COC(=O)c1ccc(COC(=O)CNC(=O)c2ccco2)cc1
    1	3	3	2	-3	-1	9	-2	-3	-5
